Autophagy mod: autophagy modulators in MEF cells, primary screen, imaging, high-content, MEF GFP-LC3; MEF GFP-LC3 puncta imaging; test concentration mostly 10 µM; calls only at 10 µM (by protocol); 190,000 tested, 0.98% active; AID 463193, 2010;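 active = percentage of spot-positive cells more than 3 SD above its plate mean, without a fluorescence outlier flag or 80% toxicity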;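 also: spot-positive cell cutoff set from DMSO-treated cells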
MT stabilizer: microtubule stabilizers in HeLa cells, primary screen, imaging, high-content imaging; HeLa tubulin immunostaining HCS, 24 h; share of cells brighter than vehicle mean+2SD; % tubulin-high responders, % at 10 µM; 200,000 tested, 0.83% active; AID 2205, 2009;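 active = plate Z-score above 3 for both tubulin-high and condensed-nucleus cell shares, with cell loss under 80%, at 10 µM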;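 also: anti alpha tubulin signal scored within the nucleus-defined area of each cell; some results filed as inactive read as strong as hits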
human PMI inhibition: inhibitors of human PMI, primary screen, biochemical, fluorescence intensity, coupled assay (AID 1209). 190,000 tested, 0.42% active. one-dose inhibition, % at 20 µM; IC50 in µM for titrated hits. purified PMI enzyme, coupled fluorescence intensity; higher % means a stronger effect;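 also: plate controls were DMSO vehicle for no effect and wells lacking substrate for full effect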
human PMI inhibitors: human PMI inhibitors, high substrate, primary screen, biochemical, fluorescence intensity, high mannose 6-phosphate (AID 1220); Mannose-6-phosphate isomerase (Homo sapiens); recombinant PMI enzyme, coupled fluorescence intensity; higher % means a stronger effect; inhibition, % at 20 µM; hits with a dose series show IC50 in µM; 190,000 tested, 0.66% active
Yfh1-off respiration: enhancers of respiration in Yfh1-depleted yeast, dose response, Friedreich's ataxia, plus single-dose screen (AID 1465); 220,000 tested, 0.074% active; S. cerevisiae Yfh1-off respiration, WST-1 reduction, 72 h; higher fold induction means a stronger effect; one-dose fold induction at 50 µM; EC50 in µM for titrated hits;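 active = fold induction of absorbance versus untreated yeast above a set limit, then at least 30% activation at any dose in follow-up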;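 also: activators that raise dye reduction in frataxin-depleted yeast; strong numbers were not always called active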
Insulin prom up: insulin promoter activators in MIN6 cells, imaging, high-content screening, mouse beta cells; MIN6 insulin promoter-GFP reporter; hits give high values; z-score at 5 µM; 190,000 tested, 0.3% active;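 active = z-score above 3 at 5 µM with at least 500 cells counted in the well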
Dynein cargo inh: inhibitors of GR-EGFP nuclear translocation, primary screen, dynein cargo transport inhibitor project, imaging, high-content, 3617.4 mouse cells; test concentration mostly 20 µM; stimulated with dexamethasone, 1 µM; hits give low values; z-score, hits read low; 220,000 tested, 0.47% active;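 active = plate z-score of nuclear minus cytoplasmic receptor signal below a set negative limit, without overly bright fluorescence or cell loss, cut at about -3.5 in these data, passing the limit was not always enough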;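 also: z-score of nuclear minus cytoplasmic ring GR-EGFP intensity difference per well; some compounds called inactive have numbers as strong as hits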
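Also added: dexamethasone, 1.0 µM final. Medium: tet-free, stripped-serum medium. Detection: fixed, Hoechst-stained cells imaged at 10x for EGFP. Read-out: nuclear-to-cytoplasmic GR-EGFP distribution per well. Times: induction 48 h, compound 1 h, agonist 30 min.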
WT yeast gro inh: growth inhibition of WT strain, primary screen, mitochondrial fusion inhibitor project, WT and mutant strains, chemical genetic. mitochondrial fusion phenotypic screen. inhibition, % at 10 µM. 190,000 tested, 2.1% active; in the data active = inhibition above about 58%; tested in S. cerevisiae
bCat nuc transl: modulators of beta-catenin nuclear translocation, primary screen, imaging, HeLa cells, immunofluorescence, high-content. 190,000 tested, 0.3% active. nuclear translocation activity, % at 5 µM;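 active = nuclear translocation activity above 50% at 5 µM, with a well cell count of 50 or more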;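 also: per-cell ratio of nuclear to cytoplasmic median beta-catenin stain intensity; plate controls were DMSO negative control for no effect and GSK-3 inhibitor IX positive control for full effect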
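assay system = human HeLa cells, endogenous beta-catenin | times = compound treatment 24 h, 37°C, 5% CO2 | detection = Anti-beta-catenin immunofluorescence on PFA-fixed, Triton-permeabilized cells, DAPI nuclei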
WT yeast gro inh mutant strain: further read-out of WT yeast gro inh, marked with its call; inhibition, %; mitochondrial fusion phenotypic screen, mutant strain inhibition
Dynein cargo inh cytoplasmic EGFP: further read-out of Dynein cargo inh, marked with its call; z-score; measured here: cytoplasmic GR-EGFP intensity; hits give high values
Dynein cargo inh nuclear GR-EGFP: also measured in Dynein cargo inh; calls as there; z-score; measured here: nuclear GR-EGFP intensity;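 lower value marks the stronger effect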
Dynein cargo inh cell count: second read-out of Dynein cargo inh, no call of its own (marks repeat the call); z-score; measured here: cell count per field
Insulin prom up cell count: also measured in Insulin prom up; calls as there; cell count; measured here: cytotoxicity, nuclei count;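 total cells summed across four imaged fields per well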
bCat nuc transl cell count 5 µM: also measured in bCat nuc transl; calls as there; cell count; measured here: cell count, cytotoxicity flag
MT stabilizer Hoechst-high %: further read-out of MT stabilizer, marked with its call; % Hoechst-high responders; measured here: nuclear condensation Hoechst responders;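 share of cells brighter than vehicle mean plus two SD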
MT stabilizer cytotoxicity %: recorded beside MT stabilizer, whose call it bears; toxicity, %; measured here: cytotoxicity by cell density;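 0% = mean cell density of plate MIN control wells and 100% = no cells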
Autophagy mod cell loss 18 h: recorded beside Autophagy mod, whose call it bears; toxicity, %; measured here: cell loss, nuclei count;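 cell loss after 18 h compound exposure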
Numbers without * were called inactive; i = inactive; / = no result given; & = joins results of further samples. Rule as the data show it, unless noted: active = inhibition above about 50%; inactive = the rest.

SMILES	Autophagy mod	Autophagy mod cell loss 18 h	MT stabilizer	MT stabilizer Hoechst-high %	MT stabilizer cytotoxicity %	human PMI inhibition	human PMI inhibitors	Yfh1-off respiration	Insulin prom up	Insulin prom up cell count	Dynein cargo inh	Dynein cargo inh cytoplasmic EGFP	Dynein cargo inh nuclear GR-EGFP	Dynein cargo inh cell count	WT yeast gro inh	WT yeast gro inh mutant strain	bCat nuc transl	bCat nuc transl cell count 5 µM
COc1ccc(C2(CNS(=O)(=O)c3ccccc3)CCOCC2)cc1	i	6.8	4.8	1.0	9.5	0.4%	-5.4%	i	-0.69	1608	-0.231	-0.292	0.17	-0.415	1.9	2.6	-3.5	1047
CN(C(=O)c1cc(-n2cnnc2)ccc1Cl)c1ccccc1	i	4.4	3.7	1.7	4.1	-8.6%	-54.3%	i	-0.09	1407	0.598	-0.24	0.411	0.359	10.1	12.0	0.1	966
Cc1cccc(-c2noc(CCC(=O)Nc3ccccc3)n2)c1	i	-3.4	2.1	1.8	3.2	10.3%	14.8%	i	0.22	1211	-0.502	-0.253	0.0154	0.482	3.4	9.6	0.6	1119
CSc1ccccc1NC(=O)CSc1n[nH]c(N)n1	i	-11.2	1.8	2.0	4.4	-4.3%	-2.6%	i	-0.23	1489	1.04	-0.261	0.507	0.919	-4.9	-16.3	-3.5	1175
O=C(CN(C(=O)c1ccccc1Cl)N1C(=O)CCCC1=O)c1ccc(Cl)cc1	i	1.2	4.3	1.5	5.6	7.4%	-0.9%	i	0.74	1511	0.739	-0.147	0.346	-0.274	7.9	-3.9	5.0	903
COC(=O)c1ccc(C2/C(=C(/O)c3ccc(OC)cc3)C(=O)C(=O)N2CC2CCCO2)cc1 (stereo unspecified)	i	4.4	5.0	3.0	11.3	7.4%	6.7%	i	-0.26	1827	-0.409	-0.199	-0.0856	0.341	8.9	-6.5	-0.9	1011
COc1ccc(-c2nnc(SCC(=O)NC(=O)NCc3ccco3)o2)cc1	i	8.8	2.3	0.3	27.7	21.5%	17.9%	i	0.16	1075	4.24	0.0494	2.8	-2.7	6.2	3.4	/	/
COc1cccc(NC(=O)COC(=O)CCOc2ccccc2OC)c1	i	13.8	1.8	1.6	5.3	-3.6%	9.7%	i	-0.39	1489	0.43	0.868	0.864	-0.821	-0.5	-4.4	-3.1	1147
CC1c2c([nH]c3ccccc23)CCC1C(=O)O (stereo unspecified)	i	-3.5	2.1	2.0	8.1	-11.7%	-4.0%	i	0.02	1384	-0.0511	-0.0199	0.106	0.35	7.6	24.7	-0.7	946
COc1ccc(-c2ccn(-c3cccc(F)n3)n2)cc1	i	34.9	9.9	12.5	10.3	-39.1%	-7.1%	i	0.83	987	0.246	-0.164	0.492	-0.484	4.8	12.2	12.2	855
CC1SC(c2ccccc2)N(CC(O)c2ccc([N+](=O)[O-])cc2)C1=O (stereo unspecified)	i	2.6	2.0	2.4	4.9	-0.2%	-4.2%	i	0.41	1136	0.6	0.827	0.0762	-1.17	0.3	6.0	0.8	1125
CCS(=O)(=O)n1nc(-c2ccc(C)cc2)nc1N	i	0.4	2.4	1.4	6.7	3.2%	-0.9%	i	-0.45	1210	0.808	-0.228	0.335	-0.392	1.8	-13.3	/	/
CN(CC(=O)Nc1ccccn1)S(=O)(=O)c1ccc(Cl)cc1	i	3.9	3.0	2.0	4.3	3.5%	3.2%	/	/	/	-0.648	-0.247	-0.0785	0.802	-4.7	-10.3	3.1	532
CCOC(=O)CSc1nc(C2CC2)nc2ccccc12	i	13.0	3.6	2.4	10.5	-8.1%	-16.0%	i	0.65	1108	-0.802	-0.177	-0.117	0.0246	-10.8	1.1	-9.2	964
Cc1ccc2c(c1)CCCN2C(=O)C1CCCO1 (stereo unspecified)	i	-7.5	4.8	2.4	4.3	18.8%	17.1%	i	0.89	2013	0.148	-0.237	-0.0239	0.345	9.0	22.7	-1.0	1064
CC(C)(C)NC(=O)C(OC(=O)c1cccs1)c1ccc(F)cc1 (stereo unspecified)	i	24.4	1.7	1.3	7.6	-8.1%	-10.9%	i	-0.2	1367	-0.0691	-0.175	-0.148	0.244	-15.3	-3.2	-4.2	1125
O=C(COc1nncc2ccccc12)NCCC1=CCCCC1	i	1.1	2.7	1.8	0.9	4.0%	3.6%	i	0.09	1121	3.09	-0.0817	1.73	-2.05	0.7	-12.2	-0.1	788
CCCCNc1nc2c(S(=O)(=O)c3ccccc3)nnn2c2ccccc12	i	2.3	6.7	2.2	9.9	-2.5%	1.6%	i	-0.52	1294	-0.413	-0.366	0.0334	0.426	-9.6	18.4	0.7	975
CC(CC(=O)Nc1ccc2c(c1)OCCO2)c1ccccc1 (stereo unspecified)	i	0.2	2.8	1.5	10.7	7.0%	7.0%	i	-0.6	1826	0.309	-0.102	0.0884	-0.441	-15.5	-6.9	-1.3	1068
Cc1c(C(=O)NC2CCCc3ccccc32)oc2ccc(S(=O)(=O)N3CCCCC3)cc12 (stereo unspecified)	i	48.5	4.7	3.3	1.2	-7.6%	6.9%	i	-0.18	1275	1.47	0.749	1.42	-0.612	8.8	21.8	-2.1	526
CC(C)Nc1nc(NC(C)C)nc(SCCOC(=O)Nc2ccc(Cl)cc2Cl)n1	i	27.9	2.8	1.4	6.7	19.2%	19.4%	i	-0.31	1166	0.617	-0.0696	1.7	-1.34	65.7*	55.2*	-1.2	527
CCCCOCP(=O)(CC)COCCCC	i	2.8	3.0	1.5	3.2	-2.7%	-3.1%	i	/	/	-0.109	0.0753	-0.178	-0.146	-5.2	9.7	/	/
Cc1cc(C)[n+]2n1C(=O)C(c1ccccc1)=C2[O-]	i	-0.2&-0.8	3.2&4.3	3.2&2.0	4.7&1.9	-2.9%&3.0%	-3.9%&0.2%	i	0.41&0.11	1217&1206	-0.554&-0.0286	-0.115&-0.229	0.0308&0.122	0.822&0.287	-18.5&-6.2	10.3&-10.4	2.4&1.6	1087&550
CC(C)NC(=O)C1CCN(C2CCN(C(=O)c3scc4c3CCCC4)CC2)CC1	i	-22.2	1.4	1.3	0.7	3.0%	-3.2%	i	0.83	1348	-0.476	-0.284	-0.128	0.31	10.0	-1.8	-1.9	1150
COC(=O)CCCCCc1ccc(C(C)=O)s1	i	-0.6	1.6	1.6	6.9	15.6%	14.9%	i	0.29	1609	-0.0323	-0.225	0.159	1.42	7.4	-1.8	0.4	1046
O=C1C2C3CC(C2C(=O)N1c1cccc(Cl)c1)[C@H](O)C3O (stereo partly specified)	/	/	/	/	/	/	/	i	0.59	1097	0.211	0.111	0.35	-1.05	/	/	-0.1	1303
COc1ccc(CCNS(=O)(=O)c2ccc3c(c2)n(C)c(=O)c(=O)n3C)cc1OC	i	12.1	9.7	3.0	6.9	3.8%	-1.7%	i	-0.97	1102	-1	-0.229	-0.326	0.367	7.4	-2.0	-6.5	1123
N#CCn1cc(/C=N/NC(=O)c2cc3c(ccc4ccccc43)o2)c2ccccc21	/	/	/	/	/	/	/	i	0.01	913	1.29	-0.0657	1.63	-1.66	/	/	-0.8	1348
COc1ccc(NC(=O)c2cc([N+](=O)[O-])ccc2N2CCN(C)CC2)cc1	i	-6.9	2.4	1.1	15.1	3.8%	5.3%	i	-0.76	1627	1.32	0.196	1.44	-1.35	3.6	-3.8	-3.3	1004
CCn1c(COc2ccc(C)cc2)nnc1SCC(=O)Nc1ccc(S(N)(=O)=O)cc1	i	-4.6	3.8	2.7	6.1	9.8%	9.3%	i	0.23	1614	0.715	-0.117	-0.278	-1.77	-11.6	20.0	2.4	662
CCOC(=O)NC(=O)/C(C#N)=C/c1ccc(N(C)C)cc1	/	/	/	/	/	/	/	i	0.41	1424	0.738	-0.212	0.156	-0.302	/	/	-1.9	1124
O=C(CN1C(=O)c2ccccc2S1(=O)=O)NC1CC2CCC1C2 (stereo unspecified)	/	/	6.1	0.9	2.8	2.2%	6.2%	i	-0.88	1032	0.742	-0.194	0.39	-0.216	3.5	1.0	/	/

Screening data from PubChem BioAssay.
